GalR3 antagonist = human GalR3 antagonism; O60755; HEK293 GalR3-CNG cAMP membrane potential fluorescence; galR3 body fused to GalR1 C-terminus; AID 651719; actives 0.44% (n = 360,000); inhibition, % at 3 µM;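 active = inhibition above the screen-wide average plus 3 SD, cut at about 13% in these data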;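 also: forskolin and galanin both at EC90 stimulate the cells; cAMP rise reported by CNG channel membrane potential dye signal; 0% = forskolin plus galanin with DMSO and 100% = forskolin alone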
Target sequence (O60755 1-299 limits assumed): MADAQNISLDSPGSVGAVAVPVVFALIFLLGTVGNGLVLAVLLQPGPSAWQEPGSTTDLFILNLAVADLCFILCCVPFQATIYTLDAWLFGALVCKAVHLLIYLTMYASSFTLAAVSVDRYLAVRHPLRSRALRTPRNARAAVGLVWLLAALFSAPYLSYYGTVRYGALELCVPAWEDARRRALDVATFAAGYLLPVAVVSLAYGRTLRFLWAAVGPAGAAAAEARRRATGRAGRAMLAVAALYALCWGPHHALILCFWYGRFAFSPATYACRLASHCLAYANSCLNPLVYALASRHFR
PHOSPHO1 block = PHOSPHO1 (human) inhibition. Q8TCT1. actives 1.1% (n = 290,000). recombinant PHOSPHO1, absorbance phosphatase assay. inhibition, % at 13.3 µM; in the data active = inhibition above about 60%
Target sequence (Q8TCT1 whole entry, looked up): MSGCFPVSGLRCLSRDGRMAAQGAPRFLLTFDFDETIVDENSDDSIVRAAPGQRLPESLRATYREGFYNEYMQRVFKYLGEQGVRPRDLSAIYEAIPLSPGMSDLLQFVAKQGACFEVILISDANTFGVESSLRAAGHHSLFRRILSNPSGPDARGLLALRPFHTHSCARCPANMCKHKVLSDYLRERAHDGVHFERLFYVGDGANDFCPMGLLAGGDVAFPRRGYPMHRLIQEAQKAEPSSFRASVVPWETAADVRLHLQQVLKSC
MEKK2 WT-MEK5 = raises or lowers MEK5 binding to wildtype human MEKK2 PB1 domain; binding response (% of control), % at 10 µM; actives 1.1% (n = 290,000); bead flow cytometry, Alexa488-MEK5 binding to MEKK2 WT; actives lie on both sides; in the data active = binding response below about 67% or above about 130%; inconclusive = no clear call, values can overlap the other calls; inactive = in between
MEKK3 PB1 HTS = MEKK3-MEK5 PB1 interaction, increase or decrease | bead-based flow cytometry, Alexa488-MEK5 binding to MEKK3; actives lie on both sides; 0 = blocked by unlabeled MEK5, 100 = vehicle | actives 1.4% (n = 290,000) | binding response (% of control), % at 10 µM | Q99759;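 active = binding response more than 3 SD above or below the average of its plate-row segment, actives on both sides; inconclusive = wells at one plate position flagged as instrument error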;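 also: Alexa488 bead fluorescence after subtracting the streptavidin-only scavenger bead signal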
V1R ag counter = activates human V1a receptor in oxytocin agonist counter-screen. P37288. activation, % at 3 µM. actives 0.25% (n = 320,000). CHO-V1R cells, Fluo-8 calcium fluorescence, agonist mode; 0% DMSO, 100% 3 nM vasopressin. AID 2797;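 active = activation above the mean activation of all tested compounds plus 3 SD, per screening run, cut at about 20% in these data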;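 also: signal is peak over basal fluorescence ratio across a 100 second FLIPR read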
GPR7 antag = blocks human GPR7 receptor signaling | P48145 | GPR7-expressing cells, fluorescence antagonist assay | inhibition, % at 4.4 µM | actives 1.1% (n = 290,000) | AID 1861; in the data active = inhibition above about 16%, passing the limit was not always enough;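 also: cells stimulated with the agonist NPW; 0% = agonist with vehicle and 100% = vehicle without agonist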
OXTR ag = activates the human oxytocin receptor; P30559; actives 0.32% (n = 320,000); CHO-OTR cells, Fluo-8 calcium fluorescence; normalized: DMSO 0%, oxytocin 100%; AID 2435; activation, % at 3 µM;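 active = activation above the mean of all tested compounds plus 3 SD, cutoff set per screening run, cut at about 20% in these data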;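 also: peak over basal fluorescence ratio from a 100 s FLIPR kinetic read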
Target sequence (P30559 whole entry, looked up): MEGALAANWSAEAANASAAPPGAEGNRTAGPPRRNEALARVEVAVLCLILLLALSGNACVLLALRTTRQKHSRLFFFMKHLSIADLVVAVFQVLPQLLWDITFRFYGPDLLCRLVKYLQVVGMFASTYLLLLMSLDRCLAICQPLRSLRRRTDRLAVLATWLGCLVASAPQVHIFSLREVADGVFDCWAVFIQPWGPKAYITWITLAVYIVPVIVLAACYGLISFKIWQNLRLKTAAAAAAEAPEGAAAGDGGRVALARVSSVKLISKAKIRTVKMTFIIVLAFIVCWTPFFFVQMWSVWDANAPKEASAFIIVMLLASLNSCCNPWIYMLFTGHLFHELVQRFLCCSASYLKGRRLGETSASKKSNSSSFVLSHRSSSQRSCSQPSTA
NALP1 yeast inh = blocks the NALP1 inflammasome reconstituted in yeast. actives 0.61% (n = 280,000). inhibition, % at 10 µM. AID 2071. S. cerevisiae NALP1/ASC/caspase-1 growth, X-gal OD620, 72 h; in the data active = inhibition mostly above about 24%, no sharp cut-off; inactive = mostly below about 32%; also: some compounds called inactive have numbers as strong as hits
MEKK2mut PB1 HTS = signal of MEK5 binding to mutant human MEKK2 PB1 domain; percent response, % at 10 µM; actives 0.35% (n = 290,000); AID 1530; bead flow cytometry, Alexa488-MEK5 binding to MEKK2 mutant; in the data active = percent response above about 24%, passing the limit was not always enough; also: inactives centre near 1; some results filed as inactive read as strong as hits; reference of the scale not given here
* hit, by the source's call; ? = inconclusive; / = no result given.

SMILES	GalR3 antagonist	PHOSPHO1 block	MEKK2 WT-MEK5	MEKK3 PB1 HTS	V1R ag counter	GPR7 antag	OXTR ag	NALP1 yeast inh	MEKK2mut PB1 HTS
CCOC1OC(=O)C(Cl)=C1Nc1ccccc1C (configuration not stated)	-9	-2	110	116	1.3	-7	0.0	16	2
O=C(CN(CCc1ccccc1)S(=O)(=O)c1ccc(Cl)cc1)N/N=C/c1ccc2c(c1)OCO2	13*	0	102	100	-0.2	-8	-1.5	12	-1
COc1cc(O)c(C(CCN2CCCC(C)C2)c2ccc(N(C)C)cc2)c(OC)c1 (configuration not stated)	-2	-19	93	88	2.2	/	3.3	9	-10
Cc1cc(C)cc(N(CC(=O)NC2CCCC2)C(=O)c2csnn2)c1	-10	39	98	102	2.7	7	-0.2	19	-7
O=C(CSc1nc2ccccc2[nH]1)N=Nc1c(O)[nH]c2ccccc12	-8	-53	103	96	4.6	-9	1.6	13	9
Oc1ccc(C2C=C(c3ccc(F)cc3)Nc3ncnn32)cc1 (configuration not stated)	2	16	94	94	/	-13	/	-9	-19
O=S(=O)(c1ccc(Cl)cc1)N1CCC(c2nc3ccccc3[nH]2)CC1	-11	23	103	109	0.9	-12	-0.9	-13	4
CC1(C)C(=O)Nc2ccccc2N1C(=O)CN1C(=O)NC(CCc2ccccc2)C1=O (configuration not stated)	2	28	88	98	-0.6	-16	-0.7	11	-12
CCOC(=O)c1ccc(NC(=O)c2cc(OC)c(OC)c(OC)c2Br)cc1	1	-2	98	102	-0.4	-3	-1.6	16	-1
COC(=O)C1=NN(c2ccc(Cl)cc2)C2C(=O)N(c3ccccc3OC)C(=O)C12 (configuration not stated)	0	-4	101	143*	1.5	6	4.3	/	-1
C=CCNC(=O)NC(=S)c1ccccc1	-5	-18	98	98	1.9	-12	-0.1	3	4
S=C(NC1CCCCC1)N1CCN(c2ncccn2)CC1	-6	35	97	96	1.0	-8	0.4	-3	-4
COc1ccc(CSc2nnnn2-c2ccccc2)cc1	-1	9	/	/	4.0	6	-1.2	-1	/
C=CCn1c(CSc2nc3ccccc3s2)nnc1SCC(=O)NCc1ccco1	-3	90*	105	107	-0.6	-4	-1.1	6	1
CCc1ccccc1NC(=O)NNC(=O)CCc1ccc(OC)cc1	-3	13	101	100	/	-17	/	6	1
NS(=O)(=O)c1ccc(-c2ccc(C=C3C(=O)c4ccccc4C3=O)o2)cc1	-5	25	98	102	1.1	-11	1.4	32	-2
Cc1nc(SC2CC(=O)N(c3ccccc3)C2=O)nc2c1CCCC2 (configuration not stated)	-6	-32	88	80	1.3	22	0.6	8	-1
COc1cccc(N=Cc2nc(-c3ccccc3)oc2OC(C)=O)c1	-6	8	99	100	0.0	-4	0.6	-4	4
Cc1ccccc1NC(=O)COC(=O)c1ccc(S(C)(=O)=O)c([N+](=O)[O-])c1	-7	60*	96	97	0.3	16	-0.2	-12	-4
COc1c(F)c(F)c(C(=O)O)c(Nc2cc(C)cc(C)c2)c1F	-3	-5	109	122	0.9	-1	0.8	-6	0
COc1cc(/C=C2\SC(N)=NC2=O)ccc1O	-12	34	107	110	/	-11	/	7	8
Cc1nc(C)c(-c2ccc(SCC(=O)Nc3ccc(F)cc3F)nn2)s1	-1	41	97	98	5.5	5	2.0	24	2
CC(=O)N1CCc2cc(S(=O)(=O)NC(CC(C)C)C(=O)Nc3cc(C(=O)O)ccc3C)ccc21 (configuration not stated)	-1	-17	/	/	0.5	-8	0.0	8	/
Brc1ccc(-c2cn3ccccc3n2)s1	2	14	106	103	-0.9	-22	-1.9	2	9
COc1ccnc(Oc2ccc(F)cc2)c1C#N	-2	46	100	101	0.2	-16	-0.8	-38	0
CC(C)(C)OC(=O)CN1C(=O)NC2(CCCc3ccccc32)C1=O (configuration not stated)	-11	37	106	103	-0.4	-6	0.2	-2	6
Cn1cc(Br)c(C(=O)N2CCCCCC2)n1	0	/	104	102	/	-18	/	17	4
Cc1ccc2sc(NNC(=O)C3COc4ccccc4O3)nc2c1C (configuration not stated)	1	-4	95	101	2.9	-6	-1.1	31	-3
Cn1cnc(S(=O)(=O)Nc2ccc(Cl)c(C(F)(F)F)c2)c1	-6	20	94	99	0.2	-10	-0.8	-10	1
COc1ccc(C(=O)NNC(=O)c2cnccn2)cc1[N+](=O)[O-]	0	17	?	?	1.0	-3	1.7	-18	-26
COC(=O)c1cc(NC(=O)c2c(Cl)cnn2C)cc(C(=O)OC)c1	1	0	101	100	-0.4	-7	-0.3	11	-2
Cc1sc2nc(SCC(=O)NCc3ccco3)n(-c3ccccc3)c(=O)c2c1C	-4	-16	98	99	0.0	-11	-1.1	7	-1
O=C(NC(=S)Nc1nc2c(s1)CCCC2)c1ccc(C(=O)c2ccccc2)cc1	-2	-9	96	98	3.5	2	0.8	7	-2
Cc1ccc(-c2noc(CCC(=O)Nc3ccccc3N3CCN(C)CC3)n2)cc1	-1	9	114	101	7.7	4	7.0	14	-7
CC(=O)Nc1ccc(/C=N/NC(=O)c2cc(-c3ccco3)nc3ccccc23)cc1	-1	6	97	95	0.3	-11	-0.2	14	-6
COc1ccc(-c2cc(C)no2)cc1S(=O)(=O)N1CCN(c2ccccn2)CC1	-2	22	102	101	4.5	9	2.7	10	0
COc1cccc(-n2nnc3c(=O)n(CC(=O)OCc4ccccc4)cnc32)c1	-2	-2	99	115	0.3	-4	-0.1	5	8
CC(=O)N1CCC2(CC1)CC(=O)c1cc(OCC(=O)N3CCOCC3)ccc1O2	-7	-5	97	100	0.6	-14	2.4	-3	0
COc1ccc(CNC(=O)CN(Cc2ccccc2)C(=O)CCC(=O)Nc2nccs2)cc1	-10	24	97	101	2.4	-2	0.6	20	-9
Cc1[nH]c2c(ccc3ccccc32)c1C1C(CCN)C1(C)C (configuration not stated)	-2	-2	208*	107	2.7	19	9.2	19	37
O=C(Nc1cccc(S(=O)(=O)N2CCCCCC2)c1)c1ccc2ccccc2n1	0	-3	125	106	-0.4	-1	-0.8	21	17
COc1ccc(C(=O)c2ccc(OC)c(OC)c2)cc1	-3	-6	108	109	-1.2	17	-1.8	7	5
CN(C(=O)c1ccno1)c1nnc(-c2cnccn2)s1	-3	-4	102	99	0.0	-17	1.0	/	4
Cc1ccc(N(C(=O)c2cc3ccccc3oc2=O)C2C=CS(=O)(=O)C2)cc1 (configuration not stated)	0	3	106	103	0.6	4	0.1	22	10
CC(=O)Oc1ccc(C(=O)Nc2nnc(C)s2)cc1	-3	5	103	102	0.2	-13	2.0	-7	-4
COc1ccc(S(=O)(=O)NCc2cccs2)cc1	-4	17	99	100	-0.8	6	-0.5	24	1
CC(C)(C)c1csc(CS(=O)(=O)c2ccccn2)n1	7	13	100	100	-1.6	-1	-0.4	/	-6
O=C(NCCCNc1ccnc2cc(Cl)ccc12)c1ccccc1F	-6	1	124	105	3.5	5	1.8	-5	16
COc1ccccc1-c1nc2cc3ccccc3cc2nc1-c1ccccc1OC	0	1	86	102	1.0	-13	-1.4	20	11
CCOc1ccccc1NC(=O)C1CCCCN1S(=O)(=O)c1ccc(F)cc1 (configuration not stated)	-5	-29	96	95	-0.7	-12	-1.9	13	1
Oc1cccc(C(=S)N2CCCCC2)c1	-1	-144	82	89	0.3	-2	-0.4	-4	-13
COc1ccc(NC(=O)c2ccco2)cc1NC(=O)c1cc2ccccc2o1	-5	10	106	105	-1.1	-12	-2.3	8	4
O=C(Nc1ccc2c(c1)OCO2)C1CC(=O)N(CCc2ccccc2)C1 (configuration not stated)	-2	11	93	109	0.0	-14	0.3	-2	-13
O=C1NCCN/C1=C\C(=O)c1ccc(Cl)cc1	-6	33	101	99	2.9	-13	1.6	39*	3
OCC(CO)(CO)n1cnnn1	-3	-7	104	104	0.5	14	0.4	1	4
CC1(C)Cc2c(sc3c2c(=N)n(Cc2ccco2)c(=O)n3Cc2ccc(Cl)cc2)CO1	-3	1	101	104	-0.3	-6	-1.7	22	0
FC(F)(F)c1nnc2n1N=C(c1ccccc1)CS2	-10	24	111	110	-0.1	6	-1.0	16	11
CCCCNC(C(=O)Nc1ccc(Cl)c([N+](=O)[O-])c1)c1ccccc1 (configuration not stated)	-5	-1	106	108	1.3	-10	-0.8	34	2
COC(=O)c1cccc(NC(=O)c2ccc(OC)c(Cl)c2)c1	-4	48	102	106	1.1	0	-0.9	0	1
COc1cccc(CNC(=O)C2CCCN(S(C)(=O)=O)C2)c1 (configuration not stated)	-1	16	102	104	0.2	-12	-0.5	22	6
COc1ccc(Br)cc1/C=N/NC(=O)c1cc(OC)c(OC)c(OC)c1	-5	-3	106	111	-0.6	6	-0.2	10	5
CCC(C)(C)n1nnnc1C(C(C)C)N1CCN(C(=O)c2ccco2)CC1 (configuration not stated)	-6	55	99	104	-0.1	-10	0.2	-8	-1

Two of the compounds above, as labelled records:
mol: COc1ccnc(Oc2ccc(F)cc2)c1C#N
  GalR3 antagonist = -2 | PHOSPHO1 block = 46 | MEKK2 WT-MEK5 = 100 | MEKK3 PB1 HTS = 101 | V1R ag counter = 0.2 | GPR7 antag = -16 | OXTR ag = -0.8 | NALP1 yeast inh = -38 | MEKK2mut PB1 HTS = 0
mol: CC1(C)C(=O)Nc2ccccc2N1C(=O)CN1C(=O)NC(CCc2ccccc2)C1=O (configuration not stated)
  GalR3 antagonist = 2 | PHOSPHO1 block = 28 | MEKK2 WT-MEK5 = 88 | MEKK3 PB1 HTS = 98 | V1R ag counter = -0.6 | GPR7 antag = -16 | OXTR ag = -0.7 | NALP1 yeast inh = 11 | MEKK2mut PB1 HTS = -12

Compounds shown so far that have a Cl atom, in the order listed:
SMILES	GalR3 antagonist	PHOSPHO1 block	MEKK2 WT-MEK5	MEKK3 PB1 HTS	V1R ag counter	GPR7 antag	OXTR ag	NALP1 yeast inh	MEKK2mut PB1 HTS
CCOC1OC(=O)C(Cl)=C1Nc1ccccc1C (configuration not stated)	-9	-2	110	116	1.3	-7	0.0	16	2
O=C(CN(CCc1ccccc1)S(=O)(=O)c1ccc(Cl)cc1)N/N=C/c1ccc2c(c1)OCO2	13*	0	102	100	-0.2	-8	-1.5	12	-1
O=S(=O)(c1ccc(Cl)cc1)N1CCC(c2nc3ccccc3[nH]2)CC1	-11	23	103	109	0.9	-12	-0.9	-13	4
COC(=O)C1=NN(c2ccc(Cl)cc2)C2C(=O)N(c3ccccc3OC)C(=O)C12 (configuration not stated)	0	-4	101	143*	1.5	6	4.3	/	-1
Cn1cnc(S(=O)(=O)Nc2ccc(Cl)c(C(F)(F)F)c2)c1	-6	20	94	99	0.2	-10	-0.8	-10	1
COC(=O)c1cc(NC(=O)c2c(Cl)cnn2C)cc(C(=O)OC)c1	1	0	101	100	-0.4	-7	-0.3	11	-2
O=C(NCCCNc1ccnc2cc(Cl)ccc12)c1ccccc1F	-6	1	124	105	3.5	5	1.8	-5	16
O=C1NCCN/C1=C\C(=O)c1ccc(Cl)cc1	-6	33	101	99	2.9	-13	1.6	39*	3
CC1(C)Cc2c(sc3c2c(=N)n(Cc2ccco2)c(=O)n3Cc2ccc(Cl)cc2)CO1	-3	1	101	104	-0.3	-6	-1.7	22	0
CCCCNC(C(=O)Nc1ccc(Cl)c([N+](=O)[O-])c1)c1ccccc1 (configuration not stated)	-5	-1	106	108	1.3	-10	-0.8	34	2
COC(=O)c1cccc(NC(=O)c2ccc(OC)c(Cl)c2)c1	-4	48	102	106	1.1	0	-0.9	0	1

Compounds as they come. Share with any hit: about 5.4%.
